Screening data deposited in PubChem by several laboratories.
HEK293 NOD2/NF-kB: NOD2 signaling inhibitors, cell-based, luminescence, uHTS, HEK293 (AID 1566); HEK293 NOD2/NF-kB luciferase reporter, luminescence; higher % means a stronger effect; inhibition, % at 4 µM; hits with a dose series show EC50 in µM; 0.63% of 290,000 active; in the data active means inhibition above about 50%; further: many of its hits are not listed in these tables
Ins promoter up: MIN6 insulin promoter up-regulation. z-score at 5 µM. AID 1625. MIN6 insulin promoter-GFP reporter, high-content imaging; stronger effect = higher value. 0.3% of 190,000 active;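 active means z-score above 3 at 5 µM with at least 500 cells counted in the well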
Yfh1-off respiration: mitochondrial function rescue without frataxin homolog – Friedreich's ataxia, plus single-dose screen, dose response (AID 1465) | S. cerevisiae Yfh1-off respiration, WST-1 reduction, 72 h; higher fold induction means a stronger effect | one-dose fold induction at 50 µM; EC50 in µM for titrated hits | 0.074% of 220,000 active;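 active means fold induction of absorbance versus untreated yeast above a set limit, then at least 30% activation at any dose in follow-up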;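 further: activators that raise dye reduction in frataxin-depleted yeast; strong numbers were not always called active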
NOD1 inhibition: NOD1 signaling inhibitors, primary screen, cell-based, luminescence, uHTS (AID 1578) | NOD1-driven NF-kB luciferase reporter cells, luminescence; higher % means a stronger effect | inhibition, % at 4 µM; hits with a dose series show EC50 in µM | 1% of 290,000 active; in the data active means inhibition mostly above about 36%, no sharp cut-off; inactive means mostly below about 34%;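 further: HEK-293T reporter cells stimulated with the NOD1 agonist gamma-tri-DAP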
M17LAP inhibition: P. falciparum M17LAP inhibitors, primary screen, biochemical, fluorogenic H-Leu-NHMec substrate, 1536-well (AID 1619); recombinant M17LAP, H-Leu-NHMec fluorogenic kinetic assay; higher % means a stronger effect; one-dose inhibition, % at 30 µM; IC50 in µM for titrated hits; 0.38% of 220,000 active;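 active means compound inhibiting the enzyme by more than half at any dose during confirmatory dose-response retesting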;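 further: plate controls were full reaction with DMSO carrier for no effect and no enzyme background for full effect; strong numbers were not always called active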
Dynein transport: dynein cargo transport inhibition. z-score, hits read low. 3617.4 mouse cells, GR-EGFP nuclear translocation imaging; test concentration mostly 20 µM; stimulated with dexamethasone, 1 µM; stronger effect = lower value. 0.47% of 220,000 active;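 active means plate z-score of nuclear minus cytoplasmic receptor signal below a set negative limit, without overly bright fluorescence or cell loss, cut at about -3.5 in these data, passing the limit was not always enough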;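 further: z-score of nuclear minus cytoplasmic ring GR-EGFP intensity difference per well; some compounds called inactive have numbers as strong as hits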
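Buffer or medium: Induction medium lacking tetracycline, stripped serum | Also added: Dexamethasone agonist, 1.0 µM final, for 30 min | Timing: 48 h induction, 1 h compound, 30 min dex at 37 °C | Detection: Formaldehyde fixation, Hoechst nuclear stain, 10x automated fluorescence imaging | Measure: Nuclear versus cytoplasmic GR-EGFP signal, averaged per well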
bCat nuc transl: alters nuclear translocation of beta-catenin in HeLa cells | AID 1665 | immunofluorescence imaging | 0.3% of 190,000 active | nuclear translocation activity, % at 5 µM;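 active means nuclear translocation activity above 50% at 5 µM, with a well cell count of 50 or more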;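 further: per-cell ratio of nuclear to cytoplasmic median beta-catenin stain intensity; plate controls were DMSO negative control for no effect and GSK-3 inhibitor IX positive control for full effect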
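Test system: human HeLa cell line; Doses: 5 µM primary, 0.02–20 µM confirmation; Incubation: 24 h compound exposure, 37°C; Detection: beta-catenin immunofluorescence imaging with DAPI; Read-out: beta-catenin nuclear/cytoplasmic ratio, % activation.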
Autophagy HCS: alters autophagy in cells. MEF GFP-LC3 puncta imaging; test concentration mostly 10 µM. calls only at 10 µM (by protocol). 0.98% of 190,000 active;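 active means percentage of spot-positive cells more than 3 SD above its plate mean, without a fluorescence outlier flag or 80% toxicity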;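 further: spot-positive cell cutoff set from DMSO-treated cells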
MT stabilize HCS: microtubule stabilizers in HeLa cells; HeLa tubulin immunostaining HCS, 24 h; share of cells brighter than vehicle mean+2SD; AID 2205; 0.83% of 200,000 active; % tubulin-high responders, % at 10 µM;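 active means plate Z-score above 3 for both tubulin-high and condensed-nucleus cell shares, with cell loss under 80%, at 10 µM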;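 further: anti alpha tubulin signal scored within the nucleus-defined area of each cell; some results filed as inactive read as strong as hits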
Dynein transport cytoplasmic EGFP: also measured in Dynein transport; calls as there; z-score; measured here: cytoplasmic GR-EGFP intensity; stronger effect = higher value
Dynein transport nuclear GR-EGFP: further read-out of Dynein transport, marked with its call; z-score; measured here: nuclear GR-EGFP intensity;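 lower value marks the stronger effect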
Dynein transport cell count: further read-out of Dynein transport, marked with its call; z-score; measured here: cell count per field
Ins promoter up cell count: also measured in Ins promoter up; calls as there; cell count; measured here: cytotoxicity, nuclei count;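 total cells summed across four imaged fields per well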
bCat nuc transl cell count 5 µM: further read-out of bCat nuc transl, marked with its call; cell count; measured here: cell count, cytotoxicity flag
MT stabilize HCS Hoechst-high %: also measured in MT stabilize HCS; calls as there; % Hoechst-high responders; measured here: nuclear condensation Hoechst responders;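 share of cells brighter than vehicle mean plus two SD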
MT stabilize HCS cytotoxicity %: further read-out of MT stabilize HCS, marked with its call; toxicity, %; measured here: cytotoxicity by cell density;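 0% = mean cell density of plate MIN control wells and 100% = no cells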
Autophagy HCS cell loss 18 h: recorded beside Autophagy HCS, whose call it bears; toxicity, %; measured here: cell loss, nuclei count;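 cell loss after 18 h compound exposure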
* = called active by the depositor; i = inactive; x = no result given.

SMILES	HEK293 NOD2/NF-kB	Ins promoter up	Ins promoter up cell count	Yfh1-off respiration	NOD1 inhibition	M17LAP inhibition	Dynein transport	Dynein transport cytoplasmic EGFP	Dynein transport nuclear GR-EGFP	Dynein transport cell count	bCat nuc transl	bCat nuc transl cell count 5 µM	Autophagy HCS	Autophagy HCS cell loss 18 h	MT stabilize HCS	MT stabilize HCS Hoechst-high %	MT stabilize HCS cytotoxicity %
c1ccn2cc(-c3ccc4c(c3)OCCO4)nc2c1	-11%	0.52	1118	i	46%*	-47%	-0.71	-0.37	-0.28	1.7	0.3	1067	i	1	2.7	1.3	1.1
COC(=O)Nc1ccc(S(=O)(=O)N2CCCCC2)cc1	-12%	0.18	1010	i	1%	5%	0.29	-0.22	0.22	-0.58	x	x	i	-10	1.6	1.5	4.2
O=C(COc1ccccc1-c1ccccc1)NCc1cccc(Cl)c1	-12%	-0.3	1508	i	-16%	5%	2.3	-0.14	1.4	0.52	-2.9	1106	i	25	5.6	2.1	8.5
CC(=O)OCC1OC(Nc2cccc(C)c2)C(OC(C)=O)C(OC(C)=O)C1OC(C)=O (stereo not given)	13%	0.08	1399	i	9%	3%	0.87	-0.25	0.53	-0.019	-1.2	898	i	10	3.5	1.7	0.1
CCN(CC)S(=O)(=O)c1ccc(Cl)c(C(=O)N2CCc3ccccc32)c1	18%	x	x	i	16%	-2%	-0.96	-0.32	-0.46	1.1	1.4	1168	i	3	1.1	1.0	14
CCC(C)NC(=O)CSc1nnc(-c2ccncc2)n1-c1ccc(OC)cc1 (stereo not given)	6%	x	x	i	19%	-2%	-0.72	-0.31	-0.96	0.32	-1.5	1002	i	2	5.1	2.6	5.7
O=S(=O)(Nc1nc2ccccc2nc1-[n+]1cccc(N=C([O-])c2ccc(Cl)cc2)c1)c1ccccc1	14%	-0.74	1392	i	8%	6%	-0.14	-0.28	-0.088	-0.25	0.6	1164	x	x	x	x	x
CCOc1ccc(/C=C/C(=O)Nc2cccc(C(C)=O)c2)cc1	-58%	-0.33	1251	i	-26%	-23%	1.5	-0.27	0.57	-0.77	-0.5	581	i	-11	4.4	3.1	11
COc1ccc(CN(C)Cc2cc(=O)n3ccsc3n2)c(OC)c1OC	10%	-0.03	1363	i	-15%	-4%	-0.11	-0.35	0.2	0.68	-1.5	1109	i	5	6.0	1.0	3.8
c1nnc(NC2=NCCC2)s1	11%	1.1	936	i	-2%	-3%	0.31	-0.045	-0.13	0.35	x	x	i	6	2.4	0.9	23
CC(C)CC(=O)c1c[nH]c(C(=O)NCC2CCCO2)c1 (stereo not given)	-15%	0.6	1273	i	13%	8%	-0.3	0.5	-0.26	-0.5	0.5	816	i	4	2.9	2.4	9.3
CCOC(=O)Nc1sc(C(=O)N(CC)CC)c(C)c1C(=O)OCC	-6%	-0.35	1801	i	-26%	4%	0.74	-0.17	0.16	0.035	0.1	1088	i	-5	5.6	2.0	6.7
CCc1ccccc1N1CC23C=CC(O2)C(C(=O)OC)C3C1=O (stereo not given)	5%	0.18	1012	i	10%	-4%	0.84	-0.23	0.77	-0.18	0.5	1218	i	0	0.6	4.1	11
Cc1ccc(C(=O)NNC(=O)c2ccccc2-n2cccc2)cc1	3%	0.65	1280	i	-21%	-10%	1.3	-0.11	0.61	-1.7	-3.7	1152	i	28	3.3	3.2	7.3
Cc1onc(-c2c(F)cccc2Cl)c1C(=O)Nc1nnc(-c2ccccc2)s1	-6%	x	x	i	-25%	12%	0.18	0.14	0.29	1.2	x	x	i	-1	3.1	3.2	5.9

Sorted by count of non-hydrogen atoms (smallest number first): some entries from above
SMILES	HEK293 NOD2/NF-kB	Ins promoter up	Ins promoter up cell count	Yfh1-off respiration	NOD1 inhibition	M17LAP inhibition	Dynein transport	Dynein transport cytoplasmic EGFP	Dynein transport nuclear GR-EGFP	Dynein transport cell count	bCat nuc transl	bCat nuc transl cell count 5 µM	Autophagy HCS	Autophagy HCS cell loss 18 h	MT stabilize HCS	MT stabilize HCS Hoechst-high %	MT stabilize HCS cytotoxicity %
CCc1ccccc1N1CC23C=CC(O2)C(C(=O)OC)C3C1=O (stereo not given)	5%	0.18	1012	i	10%	-4%	0.84	-0.23	0.77	-0.18	0.5	1218	i	0	0.6	4.1	11
Cc1ccc(C(=O)NNC(=O)c2ccccc2-n2cccc2)cc1	3%	0.65	1280	i	-21%	-10%	1.3	-0.11	0.61	-1.7	-3.7	1152	i	28	3.3	3.2	7.3
O=C(COc1ccccc1-c1ccccc1)NCc1cccc(Cl)c1	-12%	-0.3	1508	i	-16%	5%	2.3	-0.14	1.4	0.52	-2.9	1106	i	25	5.6	2.1	8.5
CCN(CC)S(=O)(=O)c1ccc(Cl)c(C(=O)N2CCc3ccccc32)c1	18%	x	x	i	16%	-2%	-0.96	-0.32	-0.46	1.1	1.4	1168	i	3	1.1	1.0	14
CCC(C)NC(=O)CSc1nnc(-c2ccncc2)n1-c1ccc(OC)cc1 (stereo not given)	6%	x	x	i	19%	-2%	-0.72	-0.31	-0.96	0.32	-1.5	1002	i	2	5.1	2.6	5.7
CC(=O)OCC1OC(Nc2cccc(C)c2)C(OC(C)=O)C(OC(C)=O)C1OC(C)=O (stereo not given)	13%	0.08	1399	i	9%	3%	0.87	-0.25	0.53	-0.019	-1.2	898	i	10	3.5	1.7	0.1
O=S(=O)(Nc1nc2ccccc2nc1-[n+]1cccc(N=C([O-])c2ccc(Cl)cc2)c1)c1ccccc1	14%	-0.74	1392	i	8%	6%	-0.14	-0.28	-0.088	-0.25	0.6	1164	x	x	x	x	x

Continuation.
SMILES	HEK293 NOD2/NF-kB	Ins promoter up	Ins promoter up cell count	Yfh1-off respiration	NOD1 inhibition	M17LAP inhibition	Dynein transport	Dynein transport cytoplasmic EGFP	Dynein transport nuclear GR-EGFP	Dynein transport cell count	bCat nuc transl	bCat nuc transl cell count 5 µM	Autophagy HCS	Autophagy HCS cell loss 18 h	MT stabilize HCS	MT stabilize HCS Hoechst-high %	MT stabilize HCS cytotoxicity %
Cc1nc(Nc2ccc(F)cc2)nc(Nc2ccc(F)cc2)c1[N+](=O)[O-]	-17%	0.03	1057	i	14%	-4%	0.69	-0.28	0.26	0.16	-0.5	1341	x	x	x	x	x
COCc1nnc(NC(=O)c2ccccc2[N+](=O)[O-])s1	-2%	0.51	1532	i	-20%	9%	-0.24	-0.24	-0.091	0.46	-6.2	549	i	7	2.4	2.4	8.1
Cc1cc(NC(=O)c2cccs2)ccc1NC(=O)Cc1ccccc1	16%	-0.37	1682	i	-27%	13%	-0.26	-0.3	-0.11	0.41	-1.9	997	i	0	4.3	2.3	6.4
Cc1cccc(N(CC(=O)N2CCN(c3ccc(F)cc3)CC2)S(C)(=O)=O)c1C	25%	-0.33	1552	i	-14%	22%	-0.23	-0.17	0.19	0.58	-0.4	910	i	0	2.8	2.4	4.4
COCCCN1C(=O)C(=O)/C(=C(/O)c2ccc(OC(C)C)cc2)C1c1ccncc1 (stereo not given)	2%	0.03	1195	i	8%	12%	-0.66	-0.2	-0.17	0.62	-1.0	1108	i	-8	2.3	2.8	7.1
Cc1cc(C)c2c(n1)nn1c(N3CCN(Cc4ccccc4)CC3)cc(C)nc21	1%	-1.3	777	x	-5%	x	x	x	x	x	-5.7	1001	x	x	x	x	x
c1ccc(-n2nc3ccccc3n2)cc1	13%	x	x	i	-19%	-6%	0.11	-0.19	0.19	-0.67	-1.1	1114	i	-3	3.9	1.7	5.5
NC(=O)NC(=O)COC(=O)/C=C/c1cccs1	-6%	-0.64	1102	i	-2%	2%	-0.24	-0.26	-0.091	0.9	-1.0	1323	x	x	x	x	x
CCN1c2ccccc2-c2nc3ccccc3n2C1c1cccs1 (stereo not given)	-22%	0.31	1248	i	-3%	7%	3	-0.13	1.2	-1	0.7	934	i	8	4.5	1.9	3.4
CCN(CC)CC(O)Cn1c(-c2ccccc2Cl)nc2ccccc21 (stereo not given)	17%	0	1077	i	2%	4%	-0.14	0.063	0.35	-0.14	-1.0	1328	x	x	x	x	x
Cc1ccc(C(=O)CSc2ncn[nH]2)cc1	-17%	-0.09	1389	i	2%	50µM*	-0.27	-0.47	-0.028	0.95	-7.3	991	i	3	3.3	2.3	12
Cc1c(Cl)cccc1NC(CC(=O)c1ccccc1)C(=O)OCC(=O)c1cccs1 (stereo not given)	-1%	1.7	1475	i	27%	-5%	0.3	-0.25	0.43	-0.23	0.2	1090	i	3	4.2	2.9	9.0
Cc1cccc(C)c1NC(=S)N(c1ccccc1)C(C)C	10%	-0.4	1510	i	-13%	3%	0.56	-0.11	0.21	-0.29	-2.1	1083	i	8	3.8	1.7	3.5
COc1ccc(S(=O)(=O)N(C)CC(=O)Nc2ccccc2C(F)(F)F)cc1Cl	12%	x	x	i	-25%	-5%	3.3	-0.19	1.2	-1.3	-18	1272	i	-1	2.4	1.6	9.1
CCCNC(=O)COC(=O)CCC(=O)c1cccs1	14%	0.09	1462	i	-8%	-8%	-0.12	-0.011	0.65	-2.1	x	x	i	5	1.4	0.9	3.5
C=CCn1c(SCC(=O)Nc2cccc3ccccc23)nc(O)c(CC)c1=O	-1%	0.17	995	i	-9%	4.1µM*	1.5	0.29	1.4	-1.6	x	x	i	2	1.6	1.7	11
Cc1cc(C(=O)C(=O)N(C)C)c(C)n1-c1ccc(Cl)c(Cl)c1	3%	-0.01	1306	i	-18%	-1%	1.2	-0.34	0.82	0.18	0.2	1060	i	9	5.7	2.4	5.1
O=S(=O)(c1ccc(F)cc1)N1CCN(C(=S)NC2CCCC2)CC1	26%	-0.69	1338	i	-12%	-19%	1.1	-0.25	0.9	-1.2	-1.1	524	i	-2	1.2	2.4	6.2

An excerpt; the hit share may differ from the screen's.
